# High-throughput results: PubChem, National Center for Advancing Translational Sciences (NCATS)
# ERK EGF block: qHTS Assay for Inhibitors of the ERK Signaling Pathway using a Homogeneous Screening Assay; Stimulation with EGF | actives 0.41% (n = 130,000) | HEK293-V1b, EGF-stimulated phospho-ERK AlphaScreen | Potency, µM (series often up to 11.5 µM), for the others: top-dose activity change, negative = inhibition, hits mostly inhibitors | AID 1454, 2008; active means well fitted inhibition curve with a large enough effect; inconclusive means small, poorly fitted or top-dose-only effect, or effect the other way;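 further: plate controls were stimulated vehicle wells for no effect and unstimulated vehicle basal for full effect; nearly all actives have a fitted effect of over 55% in size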
#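 Cell line HEK293 (stable V1b), low serum overnight. Pretreatment: compound 30 min, 37C. EGF 25 nM, 5 min. Detection: SureFire AlphaScreen, 5 h RT. AC50 via standard Hill equation.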
# An asterisk follows results filed as active; ? = inconclusive; & = joins results of further samples; [ ] = dose if it differs, or a comment. Potency means the concentration at half of the fitted maximal effect. The list is partial. The share of hits here may be higher or lower than overall.
SMILES,ERK EGF block
CC(C)(C)NC(=O)C(=O)NN=C1CCCCCCCCCCC1,3%
N#CCCCN1C(=O)C(=C(C#N)C#N)c2ccccc21,-8%
Nc1ccc(N=Nc2ccccc2Cl)c(N)n1,-7%[57.5 µM]
COc1ccc(C(=O)OCC(=O)NCC2CCCO2)cc1S(=O)(=O)N1CCCc2ccccc21 (stereo not drawn),3%
CSCCC1NC(=O)N(CC(=O)Nc2c(C(C)C)cccc2C(C)C)C1=O (stereo not drawn),1%
C=C1C(=O)O[C@@H]2[C@@H]1CC/C(C)=C\CC[C@@]1(C)O[C@H]21,-1%[25.7 µM]
O=C(NCCO)Nc1ccc2nsnc2c1,0%
COCCn1c(-c2ccc(C)cc2)nc2oc3cc(OC)ccc3c(=O)c2c1=O,2%[57.5 µM]
CC(C)(C)N(Cc1cc2ccccc2[nH]c1=O)C(=O)c1cccc([N+](=O)[O-])c1,4%[57.5 µM]
O=[N+]([O-])c1cccc(-c2nnc(CNC3CC3)o2)c1,4%
Cc1cc(C)c2cc(CN(CCN(C)C)C(=O)Nc3ccccc3Cl)c(=O)[nH]c2c1,2%
Clc1ccc(N2CCOCC2)nn1,1%
Cc1cc(-n2c(C)c3c(C)nnc(C)c3c2C)ccc1N,1%[57.5 µM]
O=C(CN1CCSCC1)N/N=C/c1ccc(Cl)cc1,-2%
CCCN1C(=O)/C(=c2\s/c(=C3\C=Cc4ccccc4N3CC)c(=O)n2-c2ccccc2)SC1=S,10%
C=CCN(CC=C)Cc1nc(N)nc(Nc2ccccc2C)n1,1%
O=C(NCCCN1CCOCC1)C(=O)N/N=C/c1ccccc1Cl,5%[57.5 µM]
CNC(=O)COC(=O)c1ccccc1NC(=O)c1ccco1,3%[57.5 µM]
O=C(O)c1ccc(/C=N/Nc2nnnn2-c2ccccc2)cc1,-12%
Cc1ccc(-n2nc3ccc(NC(=O)C(C)C)cc3n2)cc1,-4%
CCOC(=O)c1cn2nc(Oc3ccc(C)cc3)ccc2n1,-4%[57.5 µM]
COC(=O)c1cc(NC(=S)Nc2cc(Cl)cc(Cl)c2)cc(C(=O)OC)c1,10%
O=C(CCN1CCCCCC1)Nc1ccc2c(c1)OCCO2,2%
CC(C)(CO)NS(=O)(=O)c1ccc2c(c1)C(=O)c1cc(S(=O)(=O)NC(C)(C)CO)ccc1-2,0%[57.5 µM]
C=CCn1c(SCC(=O)NC(=O)c2cccc([N+](=O)[O-])c2)nnc1-c1ccccc1F,4%
COc1ccc(CC(=O)O/N=C(\N)c2ccc(OC)cc2)cc1,-10%[57.5 µM]
Cc1cccc(NC(=O)C2CC(=O)n3ncnc3N2)c1 (stereo not drawn),6%[57.5 µM]
COc1ccccc1N(CC(=O)N/N=C/c1c(O)ccc2ccccc12)S(C)(=O)=O,-3%
CCc1nn2cc(C(=O)c3cc(Cl)ccc3O)cnc2c1-c1ccc(F)cc1,2%
COCCN1C(=O)N[C@@H](c2ccc(Br)cc2)C(C(=O)OC)=C1C,-7%&-1%
CCC(C)(C(=O)Nc1c(C)cccc1C)N(C)C(=O)c1ccc2ccccc2n1 (stereo not drawn),3%[57.5 µM]
c1ccc(-n2c3ccccc3c3ccccc32)cc1,1%[57.5 µM]
NC(N)=N/N=C/c1ccc2cccc(OCc3ccccc3)c2n1,-9%[57.5 µM]
C=CCn1c(C)cc(C(=O)Cn2c(C(C)O)nc3ccccc32)c1C (stereo not drawn),1%
O=C(CN1CCCCCCC1)N/N=C/c1ccc(F)cc1F,-6%
O=C(Nc1ccc(S(=O)(=O)N2CCCCC2)cc1)C1CCCN(C(=O)c2ccc(Cl)cc2)C1 (stereo not drawn),25%
OC(CNCCc1ccc(Cl)cc1)COc1ccc2ccccc2c1 (stereo not drawn),?
CCN(CC)CCn1c(N)c(S(=O)(=O)c2ccccc2)c2nc3ccccc3nc21,-9%[57.5 µM]
COc1ccc(CC(=O)N/N=C/C=C/c2ccc3c(c2)OCO3)cc1OC,-1%[57.5 µM]
O=C(CC(c1ccccc1)c1ccco1)Nc1nccs1 (stereo not drawn),0%
O=C(Cc1csc(NC(=O)c2ccc(F)cc2)n1)NO,-4%
O=C(O)c1ccccc1Sc1c([N+](=O)[O-])cc(C(F)(F)F)cc1[N+](=O)[O-],11%
CNCCCC12CCC(c3ccccc31)c1ccccc12,?
FC(c1nc2ccccc2[nH]1)C(F)(F)F (stereo not drawn),10%
CCCCc1ccc(N=N/C(C(=O)Nc2ccccc2OC)=C(/C)O)cc1,-1%

# Rewritten with bars between the fields: 2 of the compounds above
smiles | ERK EGF block
NC(N)=N/N=C/c1ccc2cccc(OCc3ccccc3)c2n1 | -9%[57.5 µM]
OC(CNCCc1ccc(Cl)cc1)COc1ccc2ccccc2c1 (stereo not drawn) | ?

# Later entries.
SMILES,ERK EGF block
O=C(NC1CCCc2ccccc21)C1CCN(S(=O)(=O)c2ccccc2F)CC1 (stereo not drawn),10%
CCn1cc(C(=O)O)c(=O)c2cc(F)c(N3CCN(C(=S)NC(=O)c4ccc(Br)cc4)CC3)cc21,?
NN1C(=O)c2cccc3c(C(=O)O)ccc(c23)C1=O,3%
O=C(O)C1CCN(c2ccccc2[N+](=O)[O-])CC1,10%
Cc1cccc(CN2CCN(Cc3nc4c(s3)CCCC4)CC2CCO)n1 (stereo not drawn),-15%
Cc1ccc(CN2CCS(=O)(=O)CC2)o1,-1%
COc1ccc(CCNC(=O)C(=O)NCC2CCNCC2)cc1OC,-2%[57.5 µM]
CCO/N=C/C1=C(O)C(C(=O)OC)C(C)(C)CC1=O (stereo not drawn),-3%
Cc1cc(C(=O)CCl)c(C)n1CC1COc2ccccc2O1 (stereo not drawn),-16%
CCN(CC)S(=O)(=O)c1cc(C)c(C)cc1Br,6%
COc1ccc(N2C(=O)CC(Sc3nc4ccccc4s3)C2=O)cc1 (stereo not drawn),0%
C/C(=N\O)c1sc(-c2ccccc2)nc1C,1%
COCc1nnc(NC(=O)c2ccc(S(=O)(=O)N(CC(C)C)CC(C)C)cc2)o1,7%
CCOC(=O)c1c(NC(=O)C2=C(C)NC(=S)NC2c2ccccc2C(F)(F)F)sc(C)c1C (stereo not drawn),?
COC(=O)CCCC1=CC2=C(c3ccccc3)C(=O)C(C)(OC(=O)C3CCCC3)C(=O)C2=CN1CCc1ccccn1 (stereo not drawn),-13%[57.5 µM]
Cn1ccc(C(=O)Nc2ccc(Br)cc2Br)n1,0%
CC(C)(C)NC(=O)/C(=C\C=C\c1ccccc1)NC(=O)c1ccc([N+](=O)[O-])cc1,7%
Cc1cc([N+](=O)[O-])nn1CC(=O)Nc1cccc2nonc12,0%
CCOc1ncccc1C(=O)NCc1ccccc1Cl,-8%
O=C(COC(=O)c1cccc(C(=O)OCC(=O)NC2CC2)n1)NC1CC1,-4%
Cc1ccc(S(=O)(=O)NNC(=O)C2COc3ccccc3O2)cc1C (stereo not drawn),29%
O=C(Cn1cnc2c(nnn2-c2ccc(F)cc2)c1=O)NCC1CCCO1 (stereo not drawn),-4%
COc1ccc(C(=O)NN/C(C)=C/C(=O)C(F)(F)C(F)(F)C(F)(F)F)cc1,10%
C/C(O)=C/c1nc2ccccc2[nH]c1=O,-5%
COc1ccnc(-n2cccc2C=O)c1C#N,-8%
Clc1ccc(-n2nnnc2-c2cnc(-c3ccccn3)nc2-c2cccs2)cc1,8%
COc1ccc(/C=N/NS(=O)(=O)c2ccc(NC(C)=O)cc2)cc1,5%[57.5 µM]
Cc1ccc(C2NC(=NCc3ccccc3)Nc3nc(C)cc(=O)n32)cc1 (stereo not drawn),-6%[57.5 µM]
Cc1sc(NC(=O)CN(Cc2ccccc2)C(=O)C(C)C)c(C(N)=O)c1C,-2%
Oc1ccccc1-c1csc(-c2ccccc2)n1,-3%

# In another format: entries from further up.
molecule	ERK EGF block
C/C(=N\O)c1sc(-c2ccccc2)nc1C	1%
COCc1nnc(NC(=O)c2ccc(S(=O)(=O)N(CC(C)C)CC(C)C)cc2)o1	7%
CCOC(=O)c1c(NC(=O)C2=C(C)NC(=S)NC2c2ccccc2C(F)(F)F)sc(C)c1C (stereo not drawn)	?
COC(=O)CCCC1=CC2=C(c3ccccc3)C(=O)C(C)(OC(=O)C3CCCC3)C(=O)C2=CN1CCc1ccccn1 (stereo not drawn)	-13%[57.5 µM]
Cn1ccc(C(=O)Nc2ccc(Br)cc2Br)n1	0%
CC(C)(C)NC(=O)/C(=C\C=C\c1ccccc1)NC(=O)c1ccc([N+](=O)[O-])cc1	7%
Cc1cc([N+](=O)[O-])nn1CC(=O)Nc1cccc2nonc12	0%
CCOc1ncccc1C(=O)NCc1ccccc1Cl	-8%
O=C(COC(=O)c1cccc(C(=O)OCC(=O)NC2CC2)n1)NC1CC1	-4%
Cc1ccc(S(=O)(=O)NNC(=O)C2COc3ccccc3O2)cc1C (stereo not drawn)	29%
O=C(Cn1cnc2c(nnn2-c2ccc(F)cc2)c1=O)NCC1CCCO1 (stereo not drawn)	-4%
COc1ccc(C(=O)NN/C(C)=C/C(=O)C(F)(F)C(F)(F)C(F)(F)F)cc1	10%
C/C(O)=C/c1nc2ccccc2[nH]c1=O	-5%
COc1ccnc(-n2cccc2C=O)c1C#N	-8%
Clc1ccc(-n2nnnc2-c2cnc(-c3ccccn3)nc2-c2cccs2)cc1	8%
COc1ccc(/C=N/NS(=O)(=O)c2ccc(NC(C)=O)cc2)cc1	5%[57.5 µM]

# More records follow:
SMILES,ERK EGF block
COc1ccc([N+](=O)[O-])cc1NC(=O)c1ccc(CN(c2ccc(C)c(C)c2)S(C)(=O)=O)cc1,2%
CC(=O)c1cccc(NC(=O)c2ccc(N(Cc3ccccc3C)S(C)(=O)=O)cc2)c1,7%
CC(C)(C)C1CCC(=NNC(=O)c2cc(-c3ccccc3)n[nH]2)CC1 (stereo not drawn),15%
O=C(CNc1cc(S(=O)(=O)N2CCCC2)ccc1OCC(F)(F)F)Nc1ccc(SC(F)F)cc1,36%
CC1CCCC(NC(=O)COC(=O)[C@@H]2CC(O)CN2S(=O)(=O)c2ccc3c(c2)OCCO3)C1C (stereo partly drawn),0%
COc1ccccc1N(C)S(=O)(=O)c1ccc(C(=O)O)cc1,-12%
CC1CCN(C(=S)Nc2ccc3nc4n(c(=O)c3c2)CCCCC4)CC1,-1%
O=C(N/N=C/c1ccc(-c2ccccc2[N+](=O)[O-])o1)c1cncc(Br)c1,?
Cc1ccc(S(=O)(=O)NNC(=O)c2ccccc2O)cc1,5%
CC(CCC(=O)O)C1CCC2C3CC[C@H]4CC(O)CC[C@@]4(C)C3CC(O)[C@]12C (stereo partly drawn),6%
Cc1ccc(/C=N/N=C2/NC(=O)C(CC(=O)Nc3ccc(Cl)cc3)S2)o1 (stereo not drawn),-5%
CCCN(CCC)CC(O)Cn1c2ccccc2c2ccccc21 (stereo not drawn),3%
CCNC(=S)/N=C(\N)Nc1nc(C)c2cc(C)ccc2n1,11%[57.5 µM]
O=C(O)c1cc(NS(=O)(=O)c2ccc(NC3CCCCC3)c([N+](=O)[O-])c2)cc(C(=O)O)c1,7%
CC(=O)c1cccc(CN2CCCC(CCC(=O)NCc3ccc(F)c(F)c3)C2)c1 (stereo not drawn),1%
COC(=O)c1ccc(C(C(=O)NC2CCCCC2)N(Cc2ccc(F)cc2)C(=O)Cc2cccs2)cc1 (stereo not drawn),11%
CC(C)CNC(=O)c1cc([N+](=O)[O-])ccc1N1CCCCC1,3%
O=C(NNC(=S)Nc1cccc(C(F)(F)F)c1)c1cccc(Cl)c1,2%
CSCC[C@H](NC(=O)C(C)Oc1ccc(Cl)cc1)c1nc2ccccc2[nH]1 (stereo partly drawn),-6%
N=c1sccn1CC(=O)Nc1ccc(Cl)cc1[N+](=O)[O-],1%[57.5 µM]
CSc1ncccc1C(=O)OCC(=O)Nc1ccc(S(=O)(=O)N2CCCC2)cc1,-2%
CC(=O)c1cccc(N(CC(=O)Nc2cc(C)cc(C)c2)S(C)(=O)=O)c1,-6%
CN(C)NC1CC(=O)N(c2ccccc2)C1=O (stereo not drawn),-17%
COc1ccc(NC(=O)CSc2nccn2C)c([N+](=O)[O-])c1,4%
CCOc1ccc(N(CC(=O)Nc2c(C)n(C)n(-c3ccccc3)c2=O)S(=O)(=O)c2ccccc2)cc1,-5%
COc1ccc2c(c1)c(C(=O)N/N=C/c1cccc(Br)c1)c(C)n2C,2%[57.5 µM]
Cc1c(NC(=O)Nc2ccc(Cl)cc2Cl)c(=O)n(-c2ccccc2)n1C,0%
O=C(NC1CCCCCCC1)c1cc(F)c(F)cc1Cl,-6%
CCn1c(-c2csc3c2CCC(C)C3)n[nH]c1=S (stereo not drawn),2%
COc1cccc(N/C(SC)=C(/C#N)C(=O)NCc2cccs2)c1,-1%
Cc1cc(C)cc(C(=O)OCC(=O)NCC(F)(F)F)c1,5%
C=CCn1c(C(CC(C)C)CC(C)O)n[nH]c1=S (stereo not drawn),-1%
CCN(C(=S)NC(=O)c1ccccc1Br)C1CCCCC1,0%
COC(=O)c1c(NC(C)=O)sc(C(=O)Nc2ccccc2)c1C,2%
Cc1ccc(-n2c(SCC(=O)N(C)C3CCS(=O)(=O)C3)nc3ccccc3c2=O)cc1 (stereo not drawn),-28%
COC(=O)[C@@H]1C[C@@]2(O)[C@@H](O)[C@@H](O)[C@@H](O)C[C@H]2N1Cc1ccc(C)s1,2%
CCOC(=O)N/N=C1\CC(C)CC(C)(C)C1 (stereo not drawn),8%
O=C1N(Cc2cccnc2)C[C@@H]2C[C@@H](c3ccc4nsnc4c3)N3CCC[C@@]123,-15%[57.5 µM]
C=CCn1c(C(C)NC(=O)c2ccccc2C)n[nH]c1=S (stereo not drawn),-9%
Cc1ccc(NS(=O)(=O)c2ccc(CCC(=O)NCCCOC(C)C)cc2)cc1,7%
Cc1ccc(S(=O)(=O)NNC(=O)C2CC=CCC2C(=O)O)cc1 (stereo not drawn),0%
COc1cc(OC)cc(OC)c1,4%
Cc1ccc(-n2c(=O)c3sccc3n(Cc3cc(=O)n4cc(Cl)ccc4n3)c2=O)cc1F,5%
COC(=O)c1c(Cl)c(Cl)c(C(=O)OC)c(Cl)c1Cl,21%
Fc1ccccc1-c1csc(=Nc2cccnc2)n1CCCn1ccnc1,2%
